TRPV1 agonist: HTS Assay for Compounds that Act as Agonists of the Vanilloid Receptor 1. Transient receptor potential cation channel subfamily V member 1 (Homo sapiens), Q8NER1. TRPV1-expressing cells, Fluo-8 calcium influx, agonist mode. activation, % at 8.33 µM. 320,000 compounds, 0.19% hits. AID 540275, 2011; in the data active = activation above about 80%; inconclusive = between about 30% and that limit; also: 0% is about no effect
Target sequence (Q8NER1 whole entry, looked up): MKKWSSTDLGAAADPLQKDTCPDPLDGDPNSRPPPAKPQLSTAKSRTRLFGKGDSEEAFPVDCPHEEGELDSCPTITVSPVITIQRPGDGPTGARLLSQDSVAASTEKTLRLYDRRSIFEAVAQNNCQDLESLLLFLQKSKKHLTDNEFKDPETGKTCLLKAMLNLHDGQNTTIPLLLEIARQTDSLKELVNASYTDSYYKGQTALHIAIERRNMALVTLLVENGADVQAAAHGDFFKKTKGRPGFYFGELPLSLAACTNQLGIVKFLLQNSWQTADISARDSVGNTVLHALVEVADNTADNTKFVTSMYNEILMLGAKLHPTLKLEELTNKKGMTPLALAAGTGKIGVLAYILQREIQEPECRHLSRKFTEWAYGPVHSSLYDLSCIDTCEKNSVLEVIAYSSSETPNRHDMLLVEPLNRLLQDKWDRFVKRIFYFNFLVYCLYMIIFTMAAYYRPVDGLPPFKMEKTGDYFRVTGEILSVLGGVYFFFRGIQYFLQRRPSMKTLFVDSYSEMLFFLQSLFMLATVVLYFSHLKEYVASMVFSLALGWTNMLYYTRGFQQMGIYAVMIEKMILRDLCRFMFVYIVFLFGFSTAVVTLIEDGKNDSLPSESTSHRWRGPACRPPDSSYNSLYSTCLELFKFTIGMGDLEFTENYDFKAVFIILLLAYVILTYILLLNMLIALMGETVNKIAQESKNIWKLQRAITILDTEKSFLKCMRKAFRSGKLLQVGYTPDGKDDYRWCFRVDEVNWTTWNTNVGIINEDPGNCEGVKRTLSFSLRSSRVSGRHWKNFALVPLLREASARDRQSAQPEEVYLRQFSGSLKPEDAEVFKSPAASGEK
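TRPV1-expressing cells were cultured overnight at 35.5C and loaded with Fluo-8 calcium dye for 40 to 90 min at room temperature. After a 10 s baseline, compound was added and calcium influx was read kinetically for 3 min (ex 480/em 520 nm).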
Coupling enz: qHTS Assay for Inhibitors of Fructose-1,6-bisphosphate Aldolase from Giardia Lamblia: Coupling assay counterscreen; coupling enzyme system counterscreen, AmpLite Red fluorescence; activity change, negative = inhibition, % at 58.2 µM, hits read low; 290,000 compounds, 0.67% hits; in the data active = activity change below about -30%; also: % is scaled to controls: 0 for no effect and ±100 for the full control effect
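Counterscreen of the coupled detection system alone, without aldolase: glyceraldehyde-3-phosphate coupling enzymes plus AmpLite Red readout. Compounds at 57.5 uM final, 10 min RT preincubation, 20 min RT reaction, fluorescence 525/598 nm.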
MBNL1 CUG block: qHTS Assay for Inhibitors of MBNL1-poly(CUG) RNA binding | Muscleblind-like protein 1 (Homo sapiens), Q9NR56 | TR-FRET MBNL1-His/biotin-(CUG)12 binding, 665/545 ratio | Potency, µM (series often up to 57.5 µM), without a hit: top-dose activity change, negative = inhibition, actives largely listed as inhibitors | 280,000 compounds, 0.036% hits; active = well fitted inhibition curve with a large enough effect in the signal ratio, with a control signal flat, not every such curve was filed as active; inconclusive = small, poorly fitted or top-dose-only effect, or effect the other way, or a change in a side signal; inactive = no such curve, though single readings can be large or run the other way; the % refers to the signal ratio; also: potency is read from the fitted curve at half-maximal effect; % is scaled to controls: 0 for no effect and ±100 for the full control effect
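His-tagged MBNL1 binding to biotinylated (CUG)12 RNA was measured by TR-FRET using terbium anti-His antibody (0.055 ng/ul final) and streptavidin-XL665 (5 nM final). Compounds were titrated 92 nM to 58 uM; 60 min at room temperature.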
hERG WT inh: qHTS for Inhibitors of KCHN2 3.1: Wildtype qHTS; activity change, % at 1.84 µM; 340,000 compounds, 0.37% hits; AID 720551, 2013; U2OS, BacMam KCNH2, thallium flux FluxOr; stronger effect = lower value;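 active = maximum activity change below -70%; inconclusive = maximum activity change between -70% and -50%; inactive = maximum activity change above -50%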; also: % is scaled to controls: 0 for no effect and ±100 for the full control effect
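U2OS cells transduced with wild-type KCNH2 virus are loaded with FluxOr dye for 45 min, and thallium flux is measured in kinetic reads before and after stimulation buffer. Rate constants are normalized to DMSO controls.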
KCNH2 3.1 block: qHTS for Inhibitors of KCHN2 3.1: Mutant qHTS | Potassium voltage-gated channel subfamily H member 2, brain isoform KCNH2 3.1 (human) | U2OS KCNH2 3.1, thallium flux FluxOr; stronger effect = lower value | activity change, % (tested at about 1.8 µM) | 340,000 compounds, 0.95% hits;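 active = maximum activity change below -70%; inconclusive = maximum activity change from -70% to -50%; inactive = maximum activity change above -50%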;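 also: thallium influx rate constant from kinetic fluorescence after stimulation buffer; % is scaled to controls: 0 for no effect and ±100 for the full control effect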
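Channel expression came from 3.1 mutant virus (1.77 x 10^8 /mL) applied to suspended U2OS cells for 4 h. Flux was tracked with FluxOr dye plus Red40 quencher, and kinetic rate constants normalized to controls.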
MLL CXXC-DNA inh: qHTS Fluorescence Polarization Assay for Inhibitors of MLL CXXC domain - DNA interaction | MLL-CXXC / FITC-HOXA9 DNA fluorescence polarization | Potency, µM (series often up to 115 µM), without a hit: at the top dose activity change, negative = inhibition, hits mostly inhibitors | 290,000 compounds, 0.037% hits | AID 2662, 2010; active = well fitted inhibition curve with a large enough effect in the polarisation, with a control signal flat, not every such curve was filed as active; inconclusive = small, poorly fitted or top-dose-only effect, or effect the other way, or a change in a side signal; inactive = no such curve, though single readings can be large or run the other way; the % refers to the polarisation; also: potency is read from the fitted curve at half-maximal effect
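Purified MLL-CXXC (added from a 7 uM solution) was preincubated 5 min at ambient with pinned compounds in 50 mM Tris-HCl pH 7.5, 50 mM NaCl, 1 mM DTT, 0.05% BSA. Fluorescein-labeled HOX-A9 DNA (50 nM solution) followed, 30 min, then polarization read.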
Integrin act MD: qHTS for Activators of Integrin-Mediated Alleviation for Muscular Dystrophy | alpha7betagal myoblasts, beta-gal FDG fluorescence, 48 h | Potency, µM (highest dose often 38.3 µM), inactives show top-dose activation, actives largely listed as activators | 350,000 compounds, 0.064% hits | AID 624291, 2012;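 also: potency is read from the fitted curve at half-maximal effect; 100% = response of the positive control SU9516; nearly all actives have a fitted effect of over 60% in size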
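alpha7betagal+/- myoblasts (passage 13, 250/well) treated 48 h at 37C with compounds at 1:260 dilution of DMSO stock. Lysed, then beta-galactosidase activity read as FDG fluorescence (ex 480/em 540) after 30 min, with pre-read for autofluorescence.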
ASM inhibitor: Inhibitors of Secretory Acid Sphingomyelinase (S-ASM): qHTS | Sphingomyelin phosphodiesterase (Homo sapiens), P17405 | placental ASM, HMU-PC fluorogenic substrate, 60 min | Potency, µM (titrated, usually from 57.5 µM), for inactives: top-dose activity change, negative = inhibition, usual class: inhibitors | 340,000 compounds, 0.006% hits | AID 504937, 2011; also: potency is read from the fitted curve at half-maximal effect
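Fluorescence read-out (Ex 386 nm, Em 447 nm) after stopping the reaction at pH 10. Enzyme: ASM from human placenta; substrate HMU-PC0, 9 uM final; 60 min, 37 °C. Compound preincubation 10 min, ambient temperature.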
A-T KAP1 phos: qHTS Assay for Identifying a Potential Treatment of Ataxia-Telangiectasia; […] A-T fibroblasts, KAP-1 phosphorylation AlphaLISA; neocarzinostatin DNA damage 30 min before lysis; Potency, µM (doses to about 57.5 µM), inactives show at the top dose activation, most hits filed as activators; 320,000 compounds, 0.19% hits; also: potency is read from the fitted curve at half-maximal effect; % of control where 0% means no effect; nearly all actives have a fitted effect of over 45% in size
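ATM-like activity read as KAP-1 phosphorylation via AlphaLISA donor/acceptor antibody pairs after lysis and 6 hr at 25C. Cells were ATM-null patient fibroblasts ([…], hTERT), dosed 60 min, then exposed to the DSB inducer NCS for 30 min.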
GALK inhibitor: qHTS Assay for Inhibitors of Human Galactokinase (GALK); P51570; Potency, µM (series often up to 57.5 µM), inactives show at the highest dose activity change, negative = inhibition, most hits filed as inhibitors; Purified GALK, Kinase-Glo residual ATP luminescence; 270,000 compounds, 0.007% hits; AID 1868, 2009; also: potency is read from the fitted curve at half-maximal effect; % is scaled to controls: 0 for no effect and ±100 for the full control effect
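Kinase-Glo Plus luminescence measured ATP left after a 1 h room-temperature reaction. The reaction used 5 nM GALK, 100 uM galactose and 35 uM ATP at pH 8.0 (20 mM HEPES, 5 mM MgCl2, 60 mM NaCl, 1 mM DTT, 0.01% BSA).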
* marks the source's active call; other numbers are inactive results; ? = inconclusive; . = no result given; [ ] = dose if it differs, or a comment. Unless noted, calls follow the shape of the dose curve; as a rule, active = well fitted curve in the direction sought with a large enough effect; inconclusive = small, poorly fitted or top-dose-only effect, or another doubt; inactive = no such curve, though single readings can be large; an effect the other way counts as inactive or inconclusive. Compounds were not picked by outcome; any-hit rate near 2%.

SMILES	TRPV1 agonist	Coupling enz	MBNL1 CUG block	hERG WT inh	KCNH2 3.1 block	MLL CXXC-DNA inh	Integrin act MD	ASM inhibitor	A-T KAP1 phos	GALK inhibitor
Cc1ccc(-c2cc(C(F)F)n3ncc(C(=O)Nc4ccc(S(=O)(=O)Nc5ccccc5C)cc4)c3n2)cc1	2	1	5%	0	-21	13%	-1%	3%	-5%	0%
CCN(C[C@H]1N[C@@](CC)(C(=O)OC)[C@H]2C(=O)N(C)C(=O)[C@@H]12)C(=O)Nc1ccc(F)cc1	.	.	.	-8	-2	.	10%	0%	6%	.
CCCNC(=O)NC1CCCc2ccccc21 (stereo not drawn)	6	0	-11%	.	-15	21%	9%	7%	5%	6%
COCCCN(C(=S)Nc1cccc(Cl)c1)C(C)c1ccncc1 (stereo not drawn)	3	-2	?	3	1	-3%	-9%	4%	17%	0%
Cc1ccc(NCCc2ccc(C)nc2)cc1	22	0	3%	-16	17	3%	20%	0%	.	1%
COc1ccc(CN2C(=S)NC(C)(C)CC2(C)O)cc1 (stereo not drawn)	1	0	-10%	-142*	16	6%	-4%	0%	-4%	2%
O=C(CCN1C(=O)C2CC=CCC2C1=O)NC1CCCCC1 (stereo not drawn)	0	.	-10%	4	-12	-7%	22%	6%	?	-4%
O=C(Nc1ccc(C(=O)N2CCOCC2)cc1)C1CCC1	.	.	.	-2	-7	.	14%	6%	.	.
COc1cc2c(cc1OC)C(c1cc3cc4c(cc3[nH]c1=O)OCO4)N(C(=O)C1CC1)CC2 (stereo not drawn)	1	-1	1%	10	-1	?	-11%	22%	1%	-4%
CCCC(=O)Nc1ccc(N2CCCCC2)cc1	18	1	-5%	0	-3	1%	21%	3%	-2%	2%
Cn1c(-c2ccc(CN3CCCCC3)o2)nc2ccccc21	-6	0	-2%	7	1	7%	-20%	1%	-2%	0%
CCC(=O)N/N=C(\C)CC(=O)Nc1ccc(Cl)cc1	5	-1	-20%	-9	-40	-3%	3%	8%	-1%	.
COc1ccc(C(=O)N2CCCC(c3nc(-c4ccc(C)o4)no3)C2)cc1OC (stereo not drawn)	-2	-4	-2%	7	4	-2%	3%	1%	-3%	2%
CCOc1ccc(CN2C(=O)c3ccccc3C2=O)cc1C(=O)Nc1nnc(SCC)s1	2	2	?	2	-2	-4%	0%	.	1%	.
COc1ccc(CN(C)C(=O)Cn2ccsc2=N)cc1OC	-1	2	-3%	22	5	0%	-3%	-2%	0%	4%
CCc1ccc(C(=O)NN=C2CCCCCC2)s1	5	1	-7%	1	-6	-7%	-2%	1%	3%	-5%
O=C(CCc1ccccc1Cl)Nc1cc2c(cc1C(=O)O)OCCCO2	1	.	.	-3	-21	.	-5%	0%	2%	.
O=c1c2ccccc2n2c(=S)[nH]nc2n1-c1ccccc1	-1	5	-7%	2	-6	25%	9%	13%	-4%	13%
S=C(Nc1ccc2nc(-c3ccccn3)c(-c3ccccn3)nc2c1)N1CCOCC1	-3	-41*	?	-9	-1	29%	-5%	45%[activator]	1%	-2%
c1ccc(-c2cncn2-c2ccccc2)cc1	9	.	.	7	-16	.	1%	6%	1%	.

Quoted from the listing:
For A-T KAP1 phos, `O=C(CCc1ccccc1Cl)Nc1cc2c(cc1C(=O)O)OCCCO2` reads 2%
For MLL CXXC-DNA inh, `COc1ccc(CN(C)C(=O)Cn2ccsc2=N)cc1OC` reads 0%

The list continues.
SMILES	TRPV1 agonist	Coupling enz	MBNL1 CUG block	hERG WT inh	KCNH2 3.1 block	MLL CXXC-DNA inh	Integrin act MD	ASM inhibitor	A-T KAP1 phos	GALK inhibitor
CCOC(=O)c1c(=O)n(O)c2ccc(C)cc2[n+]1[O-]	-2	-5	?	12	20	-8%	2%	-2%	-4%	5%
COc1cc2c(cc1NC(=O)C(C)OC(=O)c1ccc(S(=O)(=O)Nc3ccccc3Cl)cc1)oc1ccccc12 (stereo not drawn)	-1	-1	13%	-8	-10	-3%	22%	-1%	-12%	1%
CC(NC(=O)c1ccco1)C(=O)N1CCc2ccccc2C1 (stereo not drawn)	-1	1	-4%	8	6	-6%	-10%	2%	-3%	-1%
N#C/C(=C\c1ccco1)C(=O)NCc1ccccc1	3	1	?	.	7	-10%	-32%	-4%	-15%	-1%
O=C(NC1CCCCC1)C1c2ccccc2C(=O)N1Cc1ccco1 (stereo not drawn)	4	2	-1%	64	2	0%	6%	0%	-2%	0%
Cc1ccc(-c2c(C(=O)O)c(C(=O)O)c3n2CCC3)cc1	0	-1	.	.	11	2%	0%	8%	0%	0%
CN(C)c1ccc(NC(=O)Cc2ccccc2)c2ccccc12	?	1	20%	0	-2	2%	?	25%	-6%	-1%
Cc1[nH]c2ccccc2c1/C=N/NC(=O)c1cccc([N+](=O)[O-])c1	-4	-3	.	-1	-3	19%	-13%	-6%	6%	0%
COC(=O)c1cc(NS(=O)(=O)c2ccc(NCc3cccnc3)c([N+](=O)[O-])c2)cc(C(=O)OC)c1	1	0	2%	9	-1	5%	-20%	20%	4%	0%
O=C(CCC(=O)N(CC(=O)NC1CCCC1)Cc1ccc(F)cc1)Nc1nccs1	1	0	-5%	4	0	0%	11%	1%	4%	8%
CCOC(=O)C1(Cc2ccccc2)CCCN(C2CCCC2)C1 (stereo not drawn)	-1	7	1%	-10	8	2%	33%	3%	1%	5%
O=C(O)CN1C(=O)CCS(=O)c2ccccc21 (stereo not drawn)	-2	-1	?	3	15	0%	-29%	3%	-3%	0%
CC(C)(CNC(=O)c1ccc(-c2ccccc2Cl)o1)N1CCOCC1	?	.	.	-1	0	.	2%	2%	-6%	.
Cc1cccc(C)c1NC(=O)Cn1nc(-c2ccc(Cl)s2)ccc1=O	1	.	12%	-1	-19	4%	0%	-2%	-7%	4%
O=C(c1ccco1)N1CCN(C(=O)c2cnn(-c3cccc(F)c3)c2C2CCNCC2)CC1	0	0	-5%	0	7	2%	-4%	3%	5%	-4%
CC(=O)Nc1ccc(C(=O)COC(=O)CCc2ccccc2)c(F)c1	6	.	.	3	19	.	12%	-8%	1%	.
Cc1cc([N+](=O)[O-])nn1Cc1ccc(C(=O)N/N=C/c2ccc(F)cc2)cc1	-4	-4	1%	-1	2	-1%	-10%	0%	27%	0%
COc1cccc2cc(C(C)N(CCCN3CCOCC3)C(=S)Nc3ccc(C)cc3)oc12 (stereo not drawn)	-10	-4	-18%	25	-12	-2%	-4%	0%	10%	-4%
COc1ccccc1NS(=O)(=O)NC(=O)c1c(C)[nH]c2ccccc12	-1	.	-4%	-14	3	1%	24%	1%	-1%	1%
O=C1COc2cc(ccc2[N+](=O)[O-])Oc2ccc(cc2Cl)C(=O)CCCCO1	14	.	.	-2	10	.	-34%	-3%	16%	.
COc1ccc(NC(=O)CSc2nc(=O)n(CCN3CCOCC3)c3c2CCCC3)c(OC)c1	-4	.	.	12	-120*	.	-24%	3%	-3%	.
Cc1cc(=O)oc(C)c1C(=O)NCCCN1CCN(c2ccccc2F)CC1	0	-1	-2%	14	-44	15%	-32%	-1%	1%	4%
Cc1ccc(CNC(=O)CCc2nnc(Cc3ccc(-c4ccccc4)cc3)o2)o1	1	2	7%	-3	17	-3%	10%	3%	3%	1%
COc1ccccc1C(=O)NC(=O)COC(=O)Cn1cnc2c1c(=O)n(C)c(=O)n2C	0	.	.	-6	0	.	9%	1%	-4%	.
CC1CCN(c2c(NCC3CCC(C(=O)N4CCCC(C)C4)CC3)c(=O)c2=O)CC1 (stereo not drawn)	1	3	4%	14	17	-2%	6%	7%	5%	2%
CCOC(=O)Nc1ccc2c(c1)N(C(=O)CN(CC)CC)c1ccccc1CC2	-1	1	-6%	7	-1	-1%	1%	5%	1%	1%
FC(F)(F)c1nnc2ccc(N3CCCCCC3)nn12	30	4	-14%	0	2	-1%	28%	0%	-2%	3%
CCC(C)N(C(=O)COc1ccccc1C(=O)NCc1ccccc1)C1CCS(=O)(=O)C1 (stereo not drawn)	1	.	-2%	-5	1	0%	1%	2%	8%	-5%
